From PubChem
CHX counter: Cycloheximide Counterscreen for Small Molecule Inhibitors of Shiga Toxin; cell reporter, cycloheximide protein synthesis inhibition counterscreen; max response, %; 300,000 compounds, 12% hits; AID 2314, 2010; in the data active = max response mostly above about 13%, no sharp cut-off; inactive = mostly below about 14%; also: read at 38.3 µM for the half of the compounds with a filed dose; 0% is about no effect
AMA1-RON2 inh: qHTS for Inhibitors of AMA1-RON; Towards Development of Antimalarial Drug Lead: Primary Screen; Plasmodium falciparum AMA1 (3D7) - RON2 peptide interaction; AlphaScreen AMA1-biotinylated RON2 peptide binding; Potency, µM (highest dose often 58.2 µM), without a hit: top-dose activity change, negative = inhibition, most hits filed as inhibitors; 360,000 compounds, 0.2% hits;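 also: potency is read from the fitted curve at half-maximal effect; 0% = vehicle wells and -100% = peptide control; nearly all actives have a fitted effect of over 45% in size; some results filed as inactive show a strong effect at the top dose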
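AMA1 (3D7) with his tag at 25 nM final met compounds first, then biotinylated RON2 peptide at 25 nM; detection used donor plus acceptor beads, 10 µg/mL apiece, read by AlphaScreen after 30 min at room temperature.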
LmPK inhibitor: qHTS Assay for Inhibitors of Leishmania Mexicana Pyruvate Kinase (LmPK); Q27686; purified LmPK, Kinase-Glo ATP luminescence, 1 h; Potency, µM (titrated, usually from 57.5 µM), for inactives: at the top dose activity change, negative = inhibition, hits mostly inhibitors; 290,000 compounds, 0.37% hits; AID 1721, 2009; also: potency is read from the fitted curve at half-maximal effect; % is scaled to controls: 0 for no effect and ±100 for the full control effect
Target sequence (Q27686 whole entry, looked up): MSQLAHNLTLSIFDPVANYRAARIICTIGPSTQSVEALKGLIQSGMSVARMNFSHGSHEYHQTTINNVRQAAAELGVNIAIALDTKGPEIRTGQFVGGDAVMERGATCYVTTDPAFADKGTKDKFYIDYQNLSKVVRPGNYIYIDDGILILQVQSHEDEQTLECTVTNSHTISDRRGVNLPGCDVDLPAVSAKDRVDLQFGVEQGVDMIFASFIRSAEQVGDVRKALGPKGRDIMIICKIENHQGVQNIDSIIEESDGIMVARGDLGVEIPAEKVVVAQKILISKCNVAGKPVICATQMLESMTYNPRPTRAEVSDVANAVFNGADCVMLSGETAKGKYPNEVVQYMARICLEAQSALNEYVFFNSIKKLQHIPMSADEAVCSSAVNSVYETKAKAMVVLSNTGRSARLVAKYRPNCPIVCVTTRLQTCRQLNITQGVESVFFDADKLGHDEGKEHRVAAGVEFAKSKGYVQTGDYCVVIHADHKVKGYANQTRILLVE
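ATP generated from ADP (0.1 mM) and PEP (0.5 mM) by 0.1 nM LmPK over 1 h at room temperature (pH 7.2 imidazole buffer) was detected by coupled luciferase luminescence. Values were normalized to uninhibited and no-enzyme wells.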
Shiga inhibitor: A qHTS for Small Molecule Inhibitors of Shiga Toxin | inhibition, % at 38.7 µM | Vero cells, Shiga toxin protein synthesis inhibition reporter | 290,000 compounds, 9.2% hits; in the data active = inhibition mostly above about 28%, no sharp cut-off; inactive = mostly below about 43%; also: 0% is about no effect
Pf growth 48h: Primary qHTS for delayed death inhibitors of the malarial parasite plastid, 48 hour incubation; Potency, µM (titrated, usually from 28.7 µM), for the others: at the highest dose activity change, negative = inhibition, usual class: inhibitors; P. falciparum luciferase growth in erythrocytes, 48 h; AID 504832, 2011; 310,000 compounds, 5.9% hits; also: potency is read from the fitted curve at half-maximal effect; % is scaled to controls: 0 for no effect and ±100 for the full control effect
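In quantitative HTS format, infected erythrocytes bearing luciferase-reporter parasites were treated for a single generation at 37 C. Luminescence after adding detection reagent served as the growth measure.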
TbPYK inhibitor: qHTS of Trypanosoma Brucei Inhibitors; pyruvate kinase (Trypanosoma brucei), Q57TT1; Potency, µM (doses to about 76.8 µM), without a hit: at the top dose activity, negative = inhibition, usual class: inhibitors; TbPYK enzyme, Kinase-Glo Plus ATP luminescence, 45 min; 410,000 compounds, 0.12% hits; AID 624173, 2012; also: potency is read from the fitted curve at half-maximal effect; % is scaled to controls: 0 for no effect and ±100 for the full control effect; nearly all actives have a fitted effect of over 50% in size
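TbPYK + substrate in 50 mM TEA pH 7.2, 100 mM KCl, 10 mM MgCl2, 0.05% BSA, 0.01% Tween-20; cpd pinned; ADP 130 uM final; 45 min RT; Kinase-Glo Plus 10 min; luminescence endpoint.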
Pf growth 96h: Primary qHTS for delayed death inhibitors of the malarial parasite plastid, 96 hour incubation | P. falciparum luciferase reporter growth, 96 h | Potency, µM (highest dose often 28.7 µM), inactives show top-dose activity change, negative = inhibition, most hits filed as inhibitors | 320,000 compounds, 6.9% hits | AID 504834, 2011; also: potency is read from the fitted curve at half-maximal effect; % is scaled to controls: 0 for no effect and ±100 for the full control effect
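Cell-based qHTS: luciferase-tagged P. falciparum in erythrocytes (2% hematocrit, 0.05% parasitemia final) incubated with compounds for 96 hours, 37 C, 5% CO2; luciferase detection reagent then added and luminescence measured.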
Starred values were filed as active, the others as inactive; u = inconclusive; x = not tested or not shown; [ ] = another dose, or the depositor's remark. Unless noted, calls follow the shape of the dose curve; as a rule, active = well fitted curve in the direction sought with a large enough effect; inconclusive = small, poorly fitted or top-dose-only effect, or another doubt; inactive = no such curve, though single readings can be large; an effect the other way counts as inactive or inconclusive.

SMILES	CHX counter	AMA1-RON2 inh	LmPK inhibitor	Shiga inhibitor	Pf growth 48h	TbPYK inhibitor	Pf growth 96h
O=C(c1ccccc1)N1CCCC(c2nc3c(nnn3Cc3ccccc3)c(=O)[nH]2)C1 (configuration not stated)	8	33%[activator]	0%	-7	13µM*	1%	39%[activator]
CCOC(=O)C1(C)NC(c2ccc(N(C)C)cc2)C2C(=O)N(CC)C(=O)C21 (configuration not stated)	-5	-8%	1%	1	7%	-6%	x
c1nc(Nc2ccc(N3CCOCC3)cc2)c2ccsc2n1	50*	u	-4%	69*	88%[activator]	3%	134%[activator]
CC(=O)N1c2ccc(S(=O)(=O)N3CCC(C(=O)Nc4cc(C)cc(C)c4)CC3)cc2CC1C (configuration not stated)	6	13%	2%	-3	u	6%	u
O=C(Cn1nc(-c2ccc(F)cc2)ccc1=O)Nc1ccc(C(=O)NC2CC2)cc1	1	6%	-4%	-8	x	-4%	213%[activator]
CC12CCC(=O)N1C(C(=O)OCC(=O)Nc1ccc(S(N)(=O)=O)cc1)CS2 (configuration not stated)	-1	45%[activator]	-1%	0	15%	0%	54%[activator]
O=S(=O)(Nc1cccc(-c2cn3cccnc3n2)c1)c1ccccc1	0	0%	1%	-6	u	-13%	u
CCCCNC(=O)c1ccc2c(OCC)n(CCCC)nc2c1	11	10%	-4%	-14	-1%	-2%	u
CCc1cc2c(nc1CC)CCN(CC/C(C)=N/O[C@@H](C)c1cc(-c3c(C)cc(C)cc3C)no1)C2	1	x	0%	-14	u	x	7.4µM*
CCc1ccc(C(=O)COC(=O)[C@@H](NC(N)=O)[C@@H](C)CC)cc1	22*	13%	2%	77*	-17%[5.75 µM]	-5%	-7%
CCc1ccc2nc(N3CCC(C(=O)N4CCC5(CC4)OCCO5)CC3)sc2c1	58*	4%	2%	131*	60%[activator]	4%	u
COc1cccc(C(=O)C2CCCN(Cc3c(C)n(C)n(-c4ccccc4)c3=O)C2)c1 (configuration not stated)	-1	11%	7%	-23	-9%	0%	0%
COCc1[nH][nH]c(=O)c1/C=N/N1CCOCC1	-3	4%	0%	-6	7%	0%	58%[activator]
CCCCCCCCCCCCCCCCCC(=O)OC[C@@H](O)[C@H]1OC[C@H](O)[C@H]1O	x	x	x	x	-4%	2%	13%
CCN(CC(=O)Nc1c(F)cccc1F)C(=O)CCOc1ccccc1	x	-1%	x	x	2%	-2%	31%
CN1CCN(Cc2nc(Cc3ccccc3)no2)CC1c1ccccc1 (configuration not stated)	6	-17%	3%	12	-22%	8%	12%
COc1ccccc1CNC(=O)[C@@H]1CCCN1S(=O)(=O)c1ccc(C)cc1	-3	0%	5%	-6	-16%	1%	u
Cn1cc(C(=O)C(=O)N2CCN(c3ccccc3)CC2)c2ccccc21	-6	6%	15%	13	12%	2%	u
Brc1ccc(-c2nc(-c3ccncc3)no2)o1	24*	13%	-2%	64*	114%[activator]	-8%	u
CN(C)c1nc2c(c(=O)[nH]c(=O)n2C)n1CCOc1ccccc1	1	-5%	12%	x	-22%	3%	0%
O=C(Cc1cccs1)Nc1nnc(CCc2ccccc2)s1	9	-6%	0%	-12	-23%	-5%	x
Cc1ccc(N2C(=O)c3cccc(Oc4ccc(Cl)cc4)c3C2=O)c(C)c1	1	7%	-1%	-7	12%	-2%	-1%
COc1cc2c(cc1OC)CN(C(=O)c1cc(S(=O)(=O)N3CCCCC3)ccc1Cl)CC2	11	1%	-3%	2	u	4%	u
N#Cc1c(-c2cccc(Br)c2)cc(-c2cccnc2)nc1N	-3	-21%	1%	10	13µM*	8%	u
O=[N+]([O-])c1c(C(Cl)Cl)nn(-c2ccccc2)c1N1CCOCC1	-1	-5%	9%	-12	u	2%	-2%
Following part:
SMILES	CHX counter	AMA1-RON2 inh	LmPK inhibitor	Shiga inhibitor	Pf growth 48h	TbPYK inhibitor	Pf growth 96h
CC(C)CC(=O)NC(C)C(c1cccs1)N1CCOCC1 (configuration not stated)	2	5%	-2%	-7	-15%	11%	-3%
N#Cc1c(/N=C/c2ccco2)sc2c1CCC2	-1	-4%	-4%	8	u	-12%	x
CCOC(=O)c1sc(NC(NC(=O)c2ccco2)(C(=O)OC)C(F)(F)F)nc1C (configuration not stated)	2	8%	2%	9	u	-4%	u
COc1ccccc1N1CCN(S(=O)(=O)c2ccc(Cl)s2)CC1	16*	4%	-13%	27	-2%	0%	52%[activator]
Cn1ccnc1SCc1cc(=O)[nH]c2ccccc12	17*	-2%	-3%	19	20%	-2%	-7%
CCOC(=O)CC1ON(C)C(=O)N1c1ccc([N+](=O)[O-])cc1 (configuration not stated)	-2	12%	1%	28	8%	-2%	x
OC1(c2cccnc2)CCN(Cc2nnnn2Cc2ccccc2)CC1	-3	1%	3%	-10	8%	-1%	101%[activator]
O=C(Cn1nnc(-c2ccccc2)n1)N1CCN(c2ccc(F)cc2)CC1	3	-2%	-3%	-10	31%[activator]	0%	0%
O=c1nc(/C=C/c2ccc(-c3ccc(F)cc3)o2)cc(C(F)(F)F)[nH]1	12	x	8%	3	x	x	35%[activator]
COc1ccc(OC)c(NC(=O)NNC(=O)COc2ccc([N+](=O)[O-])cc2)c1	-4	43%[activator]	-7%	-3	12%	11%	85%[activator]
O=C(CSc1ncc(-c2ccc(F)cc2)[nH]1)Nc1cccc(O)c1	7	-4%	0%	17	0%	-6%	2%
Cc1cc2oc(C(=O)N(Cc3ccccc3)C3CCS(=O)(=O)C3)c(C)c2cc1C (configuration not stated)	-2	u	1%	-3	-21%	4%	u
CCc1cc2ccc(C)cc2nc1SCC(=O)N1CCN(C(=O)c2ccco2)CC1	2	8%	-7%	4	u	-4%	63%[activator]
CCCCN1Cc2cc(C(=O)c3cc(F)ccc3O)cnc2NC1=O	-3	-4%	4%	-20	u	1%	13%
CCNC(=S)NCCN1CCOCC1	-2	-5%	-2%	-9	7%	-13%	284%[activator]
CCCCN1C2CCCC1CC(NC(=O)c1ccc(OC)c(OC)c1)C2 (configuration not stated)	1	0%	-5%	2	-8%	3%	-22%
Cc1ccccc1NC(=O)c1cc(S(=O)(=O)Nc2cccc(C(=O)O)c2)ccc1Cl	-5	-5%	1%	24	9%	-11%	0%
O=C(CN1CCN(S(=O)(=O)c2ccccc2F)CC1)NC1CCCC1	0	0%	0%	-3	10%	-3%	15%
N#Cc1c2ccc(OCC(=O)NCc3ccco3)cc2n2ccccc12	-5	0%	-4%	-5	u	0%	u
NC(Cc1ccc(OC(F)F)cc1)C(=O)O (configuration not stated)	-2	23%	-5%	-5	-10%	6%	-9%
CCOC(=O)c1cc2c(ccn2C)n1CC(=O)N1CCC(C)CC1	-1	-27%	-3%	-6	12%	-7%	0%
Cc1cccc(NC(=O)c2ccc(S(=O)(=O)NCc3cccnc3)cc2)c1	-5	10%	-3%	-1	-2%	-18%	u
O=C(NCc1cccnc1)Nc1ccccc1Cl	11	0%	-11%	-3	7%	0%	27%
Cn1ncc(Br)c1C(=O)NC1CCCCC1	-4	6%	-1%	-5	10%	33%[activator]	-24%
O=C(CCNC(=O)c1ccc([N+](=O)[O-])cc1)Nc1nc2ccccc2[nH]1	x	2%	x	x	-14%	5%	16%
(list continues)
SMILES	CHX counter	AMA1-RON2 inh	LmPK inhibitor	Shiga inhibitor	Pf growth 48h	TbPYK inhibitor	Pf growth 96h
Cc1ccc(CN(CC(=O)NCCc2ccccc2)C(=O)CCCC(=O)Nc2cc(C)on2)cc1	-2	2%	-1%	-4	-16%	-9%	u
OCCN1CCN(Cc2nc(-c3cccc(Cl)c3)no2)CC1	2	-14%	1%	31	39%[activator]	7%	u
CC(C)CC(NC(=O)c1ccc(Cl)cc1)C(=O)O (configuration not stated)	-5	-2%	0%	-25	x	1%	6%
Cc1ccc(S(=O)(=O)NCCc2nc3ccccc3[nH]2)cc1	1	-7%	4%	-5	9%	6%	u
CC(C)(C)c1ccc(SCC(N)=O)cc1	7	-6%	-1%	31	-17%	7%	-20%
COc1cccc(CNC(=O)CSc2ccc(-c3ccco3)nn2)c1	-2	6%	-2%	21	-4%	-3%	2%
CCOC(=O)c1cnn(-c2ccccc2)c1NC(=O)CSc1nnc(-c2cccs2)n1CC	-4	10%	2%	-18	x	-12%	-19%
CC1CCN(CCCNC(=O)Cn2ncc3c([nH]c4ccccc43)c2=O)CC1	12	8%	-4%	34	-11%	-2%	u
CCOC(=O)CSc1nnc(CNc2ccc(Cl)cc2)n1-c1ccccc1	11	-5%	-3%	23	2%	-9%	x
O=C(COC(=O)c1ccccc1)Nc1cccc(S(=O)(=O)NC2=NCCCCC2)c1	-5	3%	-1%	-9	-11%	-5%	27%
CS(=O)(=O)N(CC(=O)N1CCc2ccccc2C1)Cc1ccccc1	-4	3%	3%	-12	x	2%	52%[activator]
CCNC(=O)NC(=O)CSc1ccc(NC(C)=O)cc1	-4	0%	-3%	-4	31%[activator]	3%	x
O=[N+]([O-])c1ccc(/C=N/Nc2nc3ccccc3o2)cc1	31*	1%	6%	48*	129%[activator]	2%	9.3µM*
COc1cccc(NC(=O)Cn2c(=O)n(CCCC(=O)NCc3ccco3)c(=O)c3ccccc32)c1	3	-5%	3%	16	-22%	2%	21%
CCOc1ccc(Oc2ccc(Cl)cc2N)cc1	24*	-4%	3%	29*	19%	3%	31%[activator]
Cc1ccccc1-c1nnc(CN2CCN(C(=O)c3ccco3)CC2)o1	0	-18%	0%	-8	6%	-5%	11%
COC(=O)C1=C(N)Oc2cc(C)n(Cc3ccccc3)c(=O)c2C1c1ccccc1 (configuration not stated)	1	-19%	-1%	-4	x	x	15%
C=CCn1c(O)c(N=O)c2ccccc21	-2	0%	1%	-9	-3%	-4%	u
Cc1ccc(OCCC(=O)N2CCN(c3ccc(O)cc3)CC2)cc1	10	-9%	-14%	28	11%	-19%	-13%
Cc1ccc(S(=O)(=O)NC2CC(C)(C)N(O)C(C)(C)C2)cc1	x	-25%	x	x	-28%	1%	u
C=CCNC(=S)NCC	-2	2%	-4%	0	-2%	-5%	8%
C=CCn1c(=O)c2ccc(C(=O)NCc3ccccc3)cc2n(Cc2cccc(Cl)c2)c1=O	-4	14%	-2%	-10	u	-1%	u

Complete entries from above.
`C=CCn1c(O)c(N=O)c2ccccc21` is listed with CHX counter = -2; AMA1-RON2 inh = 0%; LmPK inhibitor = 1%; Shiga inhibitor = -9; Pf growth 48h = -3%; TbPYK inhibitor = -4%; Pf growth 96h = u
`CCOc1ccc(Oc2ccc(Cl)cc2N)cc1` is listed with CHX counter = 24*; AMA1-RON2 inh = -4%; LmPK inhibitor = 3%; Shiga inhibitor = 29*; Pf growth 48h = 19%; TbPYK inhibitor = 3%; Pf growth 96h = 31%[activator]
